yeast rad50: NCI yeast anticancer drug screen, S. cerevisiae rad50 strain | growth inhibition, % at 50 µM | actives 10% (n = 79,000) | AID 155;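 further: 0% = growth of vehicle-only cultures of the same strain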
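Vehicle-treated cultures provide the reference for the growth inhibition reported for compound-exposed, repair-deficient yeast.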
yeast mlh1 rad18: NCI yeast anticancer drug screen, S. cerevisiae mlh1 rad18 strain; AID 175; actives 11% (n = 79,000); growth inhibition, % at 50 µM;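 further: 0% = growth of vehicle-only cultures of the same strain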
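Vehicle-treated cultures served as the reference for growth inhibition in a yeast strain carrying DNA damage repair alterations exposed to each compound.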
cln2 rad14: NCI yeast anticancer drug screen, S. cerevisiae cln2 rad14 strain; growth inhibition, % at 50 µM; actives 8.3% (n = 78,000); AID 165;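 further: 0% = growth of vehicle-only cultures of the same strain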
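Test compounds were added to cln2 rad14 yeast cultures; inhibition of growth was then determined by comparison with vehicle treatment.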
yeast bub3: NCI yeast anticancer drug screen, S. cerevisiae bub3 mutant strain | actives 9.9% (n = 78,000) | growth inhibition, % at 50 µM | AID 167;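 further: 0% = growth of vehicle-only cultures of the same strain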
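Steps: expose the mutant yeast strain to compound; grow alongside vehicle-treated cultures; measure growth; express inhibition against the vehicle cultures.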
sgs1 mgt1: NCI yeast anticancer drug screen, S. cerevisiae sgs1 mgt1 strain. growth inhibition, % at 50 µM. actives 10% (n = 78,000);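 further: 0% = growth of vehicle-only cultures of the same strain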
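Yeast cells carrying a defined DNA-repair defect were exposed to test compounds. Growth inhibition was measured relative to vehicle-treated controls.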
mec2-1: NCI yeast anticancer drug screen, S. cerevisiae mec2-1 strain; actives 9% (n = 79,000); % growth inhibition at 50 µM; AID 157;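 further: 0% = growth of vehicle-only cultures of the same strain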
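mec2-1 yeast strain, carrying an alteration in DNA damage repair or cell cycle control, was exposed to compounds; growth inhibition was measured relative to vehicle-treated controls.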
The depositor's hits bear a star; & = joins results of further samples. No stated cut-off is given here; in the data, active means growth inhibition above about 70%; inactive means the rest.

Start of the data: the first 2 compounds as a preview:
For N#CC1C[C@@H]2CC3(CCC2CN1C(=O)c1ccccc1)OCCO3 (some centres undefined) the results were yeast rad50 8, yeast mlh1 rad18 -14, cln2 rad14 -25, yeast bub3 1, sgs1 mgt1 -12 and mec2-1 -10.
For Cc1cccc(N2CCN(S(C)(=O)=O)CC2)c1 the results were yeast rad50 17, yeast mlh1 rad18 5, cln2 rad14 18, yeast bub3 7, sgs1 mgt1 0 and mec2-1 7.

The whole of this part, repeating the preview:
For N#CC1C[C@@H]2CC3(CCC2CN1C(=O)c1ccccc1)OCCO3 (some centres undefined) the results were yeast rad50 8, yeast mlh1 rad18 -14, cln2 rad14 -25, yeast bub3 1, sgs1 mgt1 -12 and mec2-1 -10.
For Cc1cccc(N2CCN(S(C)(=O)=O)CC2)c1 the results were yeast rad50 17, yeast mlh1 rad18 5, cln2 rad14 18, yeast bub3 7, sgs1 mgt1 0 and mec2-1 7.
`CC(C)(C)c1cc(/C=N/NC(=S)Nc2ccccc2)cc(C(C)(C)C)c1O` gave yeast rad50 26, yeast mlh1 rad18 42, cln2 rad14 -26, yeast bub3 -7, sgs1 mgt1 41 and mec2-1 8.
Screening NNC(=O)c1ccccc1Nc1ccc(Br)cc1 returned yeast rad50 0, yeast mlh1 rad18 17, cln2 rad14 -6, yeast bub3 -11, sgs1 mgt1 -3 and mec2-1 3.
Screening NC(N)=N/N=C1/C=C2C/C(=N\N=C(N)N)C=C2C1 returned yeast rad50 1, yeast mlh1 rad18 -12, cln2 rad14 -12, yeast bub3 -6, sgs1 mgt1 -10 and mec2-1 -7.
For CSc1ccc2c(cc1=O)[C@@H](NC(=O)c1cc(O)c(O)c(O)c1)CCc1cc(O)c(O)c(O)c1-2 the results were yeast rad50 -10, yeast mlh1 rad18 -9, cln2 rad14 0, yeast bub3 -6, sgs1 mgt1 -10 and mec2-1 -11.
For CC(C)OP(=O)(OC(C)C)C(=NCCO)NNc1ccc([N+](=O)[O-])cc1 the results were yeast rad50 86*, yeast mlh1 rad18 73*, cln2 rad14 10, yeast bub3 57, sgs1 mgt1 85* and mec2-1 28.
For O=[N+]([O-])c1ccc2[nH]ccc2c1 the results were yeast rad50 9, yeast mlh1 rad18 8, cln2 rad14 11, yeast bub3 4, sgs1 mgt1 -3 and mec2-1 -4.
Screening COc1nc2ccccc2n1C1OC(CO)C(O)C1O (centres undefined) returned yeast rad50 -6, yeast mlh1 rad18 -2, cln2 rad14 10, yeast bub3 7, sgs1 mgt1 0 and mec2-1 -2.
Screening O=C(/C=C/C=C/c1ccccc1)c1ccccc1 returned yeast rad50 36&28, yeast mlh1 rad18 22&11, cln2 rad14 -55&14, yeast bub3 61&36, sgs1 mgt1 8&31 and mec2-1 0&30.
Screening COc1ccc2c(c1OC)OCC2C (centres undefined) returned yeast rad50 86*, yeast mlh1 rad18 43, cln2 rad14 57, yeast bub3 87*, sgs1 mgt1 38 and mec2-1 71*.
COc1ccc(/C=C2\N=C(N3CCOCC3)NC2=O)cc1 was read as yeast rad50 -4, yeast mlh1 rad18 -44, cln2 rad14 -14, yeast bub3 -3, sgs1 mgt1 10 and mec2-1 7.
For C[Si](C)(C)CNCc1ccccc1 the results were yeast rad50 20, yeast mlh1 rad18 13, cln2 rad14 -21, yeast bub3 5, sgs1 mgt1 14 and mec2-1 21.
`CC(=O)/C=C/C1CC=CCC1` (centres undefined) gave yeast rad50 -3, yeast mlh1 rad18 -2, cln2 rad14 -2, yeast bub3 5, sgs1 mgt1 -9 and mec2-1 3.
`OC(c1cc2ccc(C(F)(F)F)cc2c2cc(C(F)(F)F)ccc12)C1CCCCN1` (centres undefined) gave yeast rad50 90*, yeast mlh1 rad18 86*, cln2 rad14 88*, yeast bub3 86*, sgs1 mgt1 89* and mec2-1 92*.
`N#CC1c2ccccc2C=CN1C(=O)OCc1ccccc1` (centres undefined) gave yeast rad50 1, yeast mlh1 rad18 18, cln2 rad14 5, yeast bub3 15, sgs1 mgt1 10 and mec2-1 2.
For COc1ccc2[nH]cc(CC(NC(C)=O)C(=O)O)c2c1 (centres undefined) the results were yeast rad50 2, yeast mlh1 rad18 -1, cln2 rad14 0, yeast bub3 4, sgs1 mgt1 2 and mec2-1 -1.
For c1ccc2c(c1)cc1c3[nH]c4ccccc4c3ccn21 the results were yeast rad50 29, yeast mlh1 rad18 15, cln2 rad14 19, yeast bub3 28, sgs1 mgt1 3 and mec2-1 34.
`CCCCC(=O)N/N=C/c1ccc(O)cc1O` gave yeast rad50 -13, yeast mlh1 rad18 -21, cln2 rad14 -7, yeast bub3 -19, sgs1 mgt1 1 and mec2-1 10.
`COc1ccc2c(c1O)C1(CCN(C)C)CC(=O)CCC1C=C2` (centres undefined) gave yeast rad50 13, yeast mlh1 rad18 12, cln2 rad14 6, yeast bub3 26, sgs1 mgt1 10 and mec2-1 -12.

5 records picked at random from the list so far, as already listed:
For Cc1cccc(N2CCN(S(C)(=O)=O)CC2)c1 the results were yeast rad50 17, yeast mlh1 rad18 5, cln2 rad14 18, yeast bub3 7, sgs1 mgt1 0 and mec2-1 7.
`CC(C)(C)c1cc(/C=N/NC(=S)Nc2ccccc2)cc(C(C)(C)C)c1O` gave yeast rad50 26, yeast mlh1 rad18 42, cln2 rad14 -26, yeast bub3 -7, sgs1 mgt1 41 and mec2-1 8.
`CC(=O)/C=C/C1CC=CCC1` (centres undefined) gave yeast rad50 -3, yeast mlh1 rad18 -2, cln2 rad14 -2, yeast bub3 5, sgs1 mgt1 -9 and mec2-1 3.
For O=[N+]([O-])c1ccc2[nH]ccc2c1 the results were yeast rad50 9, yeast mlh1 rad18 8, cln2 rad14 11, yeast bub3 4, sgs1 mgt1 -3 and mec2-1 -4.
`OC(c1cc2ccc(C(F)(F)F)cc2c2cc(C(F)(F)F)ccc12)C1CCCCN1` (centres undefined) gave yeast rad50 90*, yeast mlh1 rad18 86*, cln2 rad14 88*, yeast bub3 86*, sgs1 mgt1 89* and mec2-1 92*.

(more compounds)
Screening O=C1NCCCCC1CCCC#Cc1ccccc1 (centres undefined) returned yeast rad50 -13, yeast mlh1 rad18 -7, cln2 rad14 23, yeast bub3 -8, sgs1 mgt1 13 and mec2-1 -18.
For COc1ccc(-n2c(=O)c(N=Nc3ccccc3OC)c(O)n(-c3ccc(I)cc3)c2=S)cc1 the results were yeast rad50 39, yeast mlh1 rad18 5, cln2 rad14 -3, yeast bub3 -5, sgs1 mgt1 27 and mec2-1 2.
Cc1ccc(NC(=O)CC(=O)n2nc(-c3ccccc3)c(N=Nc3ccccc3C(=O)O)c2-c2ccccc2)cc1 was read as yeast rad50 10, yeast mlh1 rad18 -14, cln2 rad14 -13, yeast bub3 26, sgs1 mgt1 -10 and mec2-1 -27.
`O=[N+]([O-])c1cccn2nc(C3OC(CO)C(O)C3O)nc12` (centres undefined) gave yeast rad50 -11, yeast mlh1 rad18 -5, cln2 rad14 34, yeast bub3 -11, sgs1 mgt1 -15 and mec2-1 -5.
For O=C(Nc1ccc(Cl)cc1)c1cc([N+](=O)[O-])cc([N+](=O)[O-])c1O the results were yeast rad50 12, yeast mlh1 rad18 13, cln2 rad14 -16, yeast bub3 0, sgs1 mgt1 6 and mec2-1 -11.
Screening S=C(Nc1ccccc1)N1CCN(c2ccccc2Cl)CC1 returned yeast rad50 11, yeast mlh1 rad18 13, cln2 rad14 -34, yeast bub3 -2, sgs1 mgt1 8 and mec2-1 -2.
Screening C1=NC(c2ccccc2)=CN(C2CCCCCCCCCCC2)C1(c1ccccc1)C1CCCCCCCCCCC1 (centres undefined) returned yeast rad50 -18, yeast mlh1 rad18 13, cln2 rad14 -19, yeast bub3 12, sgs1 mgt1 -12 and mec2-1 -9.
For CC1=NOC(=O)/C1=C/c1ccc(Cl)cc1 the results were yeast rad50 42, yeast mlh1 rad18 17, cln2 rad14 5, yeast bub3 1, sgs1 mgt1 26 and mec2-1 12.
COc1cc2c(cc1-c1coc3cc(OCC=C(C)C)ccc3c1=O)OCO2 was read as yeast rad50 9, yeast mlh1 rad18 7, cln2 rad14 22, yeast bub3 12, sgs1 mgt1 43 and mec2-1 3.
CCC(=O)NC(Nc1ccc(O)cc1)(C(F)(F)F)C(F)(F)F was read as yeast rad50 -20, yeast mlh1 rad18 -16, cln2 rad14 -4, yeast bub3 -10, sgs1 mgt1 -50 and mec2-1 -6.
`Nc1ncnc2nc(-c3ccc(OCc4ccccc4)cc3)[nH]c12` gave yeast rad50 2, yeast mlh1 rad18 8, cln2 rad14 -8, yeast bub3 34, sgs1 mgt1 -9 and mec2-1 27.
`CCC(=O)c1c(O)c2ccccc2oc1=O` gave yeast rad50 -21, yeast mlh1 rad18 8, cln2 rad14 -4, yeast bub3 12, sgs1 mgt1 -5 and mec2-1 9.
Screening CCOC(=O)c1cccnc1 returned yeast rad50 13, yeast mlh1 rad18 6, cln2 rad14 14, yeast bub3 6, sgs1 mgt1 -26 and mec2-1 -2.
For CCCCCCN(N)C(=O)CC#N the results were yeast rad50 22, yeast mlh1 rad18 0, cln2 rad14 -9, yeast bub3 5, sgs1 mgt1 -8 and mec2-1 -6.
Screening CC(C)C(=O)Nc1cccc(Cl)c1 returned yeast rad50 1, yeast mlh1 rad18 -25, cln2 rad14 -18, yeast bub3 13, sgs1 mgt1 21 and mec2-1 16.
Screening CC(C)(O)S(=O)(=O)O returned yeast rad50 -11, yeast mlh1 rad18 -30, cln2 rad14 -9, yeast bub3 -1, sgs1 mgt1 -8 and mec2-1 -3.
N=C(N)SC1c2ccccc2-c2cc([N+](=O)[O-])ccc21 (centres undefined) was read as yeast rad50 98*, yeast mlh1 rad18 98*, cln2 rad14 98*, yeast bub3 98*, sgs1 mgt1 99* and mec2-1 98*.
For O=C(O)c1ccc(NC(=S)Nc2ccc(C(=O)O)cc2)cc1 the results were yeast rad50 -14, yeast mlh1 rad18 -23, cln2 rad14 -7, yeast bub3 -6, sgs1 mgt1 20 and mec2-1 0.
Screening O=[N+]([O-])c1ccc(Cl)c(N=Nc2ccccn2)c1 returned yeast rad50 20, yeast mlh1 rad18 19, cln2 rad14 -37, yeast bub3 -10, sgs1 mgt1 21 and mec2-1 -15.
Screening CCN(Cc1ccc(CN(CC)C(=O)c2sc3ccccc3c2Cl)cc1)C(=O)c1sc2ccccc2c1Cl returned yeast rad50 -4, yeast mlh1 rad18 -5, cln2 rad14 -1, yeast bub3 -11, sgs1 mgt1 -7 and mec2-1 -20.
Screening CC(C)CCCC(C)CCCC(C)CCCC(C)CC(=O)O (centres undefined) returned yeast rad50 -9, yeast mlh1 rad18 -23, cln2 rad14 43, yeast bub3 -1, sgs1 mgt1 -17 and mec2-1 -26.
For CC(=O)Oc1ccc2c(c1)oc1c3ccc(OC(C)=O)cc3n(C)c(=O)c21 the results were yeast rad50 -20, yeast mlh1 rad18 -23, cln2 rad14 -4, yeast bub3 -8, sgs1 mgt1 -16 and mec2-1 -45.
CC(C)c1ccc(O)c(O)c(=O)c1 (tested in a mixture with another compound) was read as yeast rad50 100*, yeast mlh1 rad18 99*, cln2 rad14 99*, yeast bub3 99*, sgs1 mgt1 99* and mec2-1 100*.
Screening CCCCOC(=O)C1CN2C(=NC1(C(F)(F)F)C(F)(F)F)Sc1ccccc12 (centres undefined) returned yeast rad50 7, yeast mlh1 rad18 -45, cln2 rad14 8, yeast bub3 54, sgs1 mgt1 45 and mec2-1 20.
`Cc1ccc2c(Br)c(Cl)ccc2n1` gave yeast rad50 10, yeast mlh1 rad18 1, cln2 rad14 -7, yeast bub3 2, sgs1 mgt1 2 and mec2-1 -6.
For CCN1CCC(O)(c2ccc(Oc3ccc(Cl)cc3)cc2)C(C(=O)c2ccc(Oc3ccc(Cl)cc3)cc2)C1 (centres undefined) the results were yeast rad50 83*, yeast mlh1 rad18 90*, cln2 rad14 88*, yeast bub3 90*, sgs1 mgt1 89* and mec2-1 93*.
O=C1C(Cl)N(c2ccc(Cl)cc2Cl)C1c1c[nH]c2ccccc12 (centres undefined) was read as yeast rad50 -14, yeast mlh1 rad18 -20, cln2 rad14 3, yeast bub3 3, sgs1 mgt1 -17 and mec2-1 -14.
For COc1ccc2c(C)c3[n+](cc2c1OC)CCc1cc2c(cc1-3)OCO2 the results were yeast rad50 10&11, yeast mlh1 rad18 21&12, cln2 rad14 3&19, yeast bub3 1&-7, sgs1 mgt1 1&9 and mec2-1 -4&-1.
`O=C(O)CCC1NCCCO1` (centres undefined) gave yeast rad50 2, yeast mlh1 rad18 1, cln2 rad14 -35, yeast bub3 -4, sgs1 mgt1 4 and mec2-1 3.
CC(=O)C(N=Nc1nc2ccccc2[nH]1)C(C)=O was read as yeast rad50 27, yeast mlh1 rad18 32, cln2 rad14 15, yeast bub3 48, sgs1 mgt1 -2 and mec2-1 14.

High-throughput results: PubChem, NCI
